# Screening data as filed in PubChem.
# C2C12 statin: protects C2C12 myotubes from simvastatin toxicity. 330,000 tested, 0.78% active. rescue of ATP level, % at 7.49 µM. ATP luminescence, 48 h; scaled: DMSO 0, geranylgeraniol control 100;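 active = mean ATP rescue above about 67%, or every replicate alone reaching that limit, limit read from the data, passing the limit was not always enough; inconclusive = no clear call, values can overlap the other calls; inactive = mean under the limit and some replicate under it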;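 also: myotubes were challenged with 10 µM simvastatin during compound exposure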
# E-selectin induc: induces E-selectin expression in human endothelial cells; P16581; HUVEC E-selectin immunofluorescence imaging; normalized: neutral wells 0, TNF-alpha wells 100; activation, % at 7.58 µM; 260,000 tested, 0.37% active;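 active = mean E-selectin-positive cell signal at least 10% of the positive control, reached in at least 60% of replicates, without over 20% cell loss; inconclusive = no rule given, readout overlaps actives, possibly toxicity-flagged; inactive = the rest, including those meeting only one limit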;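 also: in these data hits start at about 27%; measured in HUVEC primary endothelial cells; signal is the percent of cells scored E-selectin positive by PE staining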
#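 assay system = HUVEC, human umbilical vein endothelial cells | input = 3,000 HUVEC seeded per well | medium = EGM-2 growth medium on 0.1% gelatin-coated wells | dosing = one compound dose added by pin transfer | signal = immunofluorescence imaging | read-out basis = % PE-positive cells | control set = TNF-alpha, DMSO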
# SIRT5 block: blocks human SIRT5 desuccinylation of peptide; 330,000 tested, 1.1% active; AID 652115; inhibition, % at 15 µM; Q9NXA8; Purified SirT5, succinyl-peptide AMC, trypsin-coupled fluorescence; in the data active = inhibition above about 15%; inconclusive = no clear call, values can overlap the other calls
# Target sequence (Q9NXA8 whole entry, looked up): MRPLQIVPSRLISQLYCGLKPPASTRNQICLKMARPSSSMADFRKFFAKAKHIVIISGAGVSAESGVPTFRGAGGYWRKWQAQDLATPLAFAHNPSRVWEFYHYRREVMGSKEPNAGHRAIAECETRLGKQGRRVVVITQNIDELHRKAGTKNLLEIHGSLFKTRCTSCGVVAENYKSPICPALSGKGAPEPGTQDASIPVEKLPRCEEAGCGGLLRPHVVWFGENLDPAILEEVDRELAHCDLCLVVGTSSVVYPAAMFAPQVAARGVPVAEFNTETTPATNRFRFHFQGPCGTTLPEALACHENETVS
# S100A4 inh HTS: S100A4-myosin IIA interaction inhibition; P26447; S100A4/TAMRA-MyoIIA peptide fluorescence polarization; inhibition, % at 10.7 µM; 360,000 tested, 0.14% active; AID 652163;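 active = mean inhibition of at least 70% across replicates, with every replicate also reaching that level; inconclusive = mean inhibition reaches 70% but some replicates fall short; inactive = mean inhibition below 70%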
# Target sequence (P26447 whole entry, looked up): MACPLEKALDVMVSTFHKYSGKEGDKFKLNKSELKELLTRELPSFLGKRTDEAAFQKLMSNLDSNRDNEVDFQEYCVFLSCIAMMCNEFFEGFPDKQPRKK
#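 Test system: S100A4 monomer protein; Medium: HEPES pH 7.2 with CaCl2, KCl, NaCl, DTT, Triton; Probe or stimulus: TAMRA-labelled myosin IIA heavy-chain peptide probe, 5 nM; Doses: one dose per compound; Times: polarization read 5 min after assay mix addition, stable 5–60 min; Benchmarks: neutral control DMSO, positive control TFP.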
# PglD inh: PglD (C. jejuni) enzyme inhibition; AID 602405; inhibition, % at 12.5 µM; 360,000 tested, 0.098% active; purified PglD enzyme, DTNB colorimetric CoA detection; in the data active = inhibition above about 16%, passing the limit was not always enough; inconclusive = no clear call, values can overlap the other calls; also: strong numbers were not always called active
# DENV2 CPE rescue: inhibitors of DENV2 cytopathic effect | 350,000 tested, 1.7% active | CPE inhibition, % at 9.99 µM | DENV2-infected cells, cytopathic effect rescue, plate reader; in the data active = CPE inhibition above about 20%, passing the limit was not always enough; inconclusive = no clear call, values can overlap the other calls; tested in BHK-21 cells;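 also: 0% = median of neutral control wells and 100% = median of positive control wells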
# ERp5 inh: blocks human ERp5 reductase activity on insulin | Q15084 | ERp5 insulin aggregation, absorbance 650 nm, 90 min | inhibition, % at 9.99 µM | 350,000 tested, 0.05% active | AID 651711;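 active = mean replicate inhibition above about 25%, with every replicate also reaching it, limit read from the data, passing the limit was not always enough; inconclusive = only one of those two criteria met; inactive = neither criterion met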
# Target sequence (Q15084 whole entry, looked up): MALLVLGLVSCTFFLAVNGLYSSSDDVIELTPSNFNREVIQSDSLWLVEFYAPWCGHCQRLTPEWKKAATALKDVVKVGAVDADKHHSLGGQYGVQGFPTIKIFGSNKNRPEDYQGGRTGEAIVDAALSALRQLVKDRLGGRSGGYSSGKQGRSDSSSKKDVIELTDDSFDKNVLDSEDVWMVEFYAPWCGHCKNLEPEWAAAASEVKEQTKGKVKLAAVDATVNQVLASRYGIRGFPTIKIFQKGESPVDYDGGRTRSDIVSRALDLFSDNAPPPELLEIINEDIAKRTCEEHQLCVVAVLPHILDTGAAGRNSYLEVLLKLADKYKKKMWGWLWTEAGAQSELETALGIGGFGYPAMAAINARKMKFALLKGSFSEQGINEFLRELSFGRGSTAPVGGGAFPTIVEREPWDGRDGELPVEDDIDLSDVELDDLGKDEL
# An asterisk follows results filed as active; ? = inconclusive; nt = no result given. This is a subset; the hit share may differ from the screen's.
SMILES,C2C12 statin,E-selectin induc,SIRT5 block,S100A4 inh HTS,PglD inh,DENV2 CPE rescue,ERp5 inh
COc1ccccc1-c1cn(CC[C@H]2CC[C@@H](NC(=O)C3CC3)[C@@H](CO)O2)nn1,-2,-0.3,-1,-5,-4,-3,4
CSc1cccc(NC(=S)NCCCO)c1,5,10,-5,3,-3,?,-4
COc1ccc(NC(=O)N(C)C[C@@H]2OCCCC[C@H](C)Oc3ccc(NS(=O)(=O)c4c(C)noc4C)cc3C(=O)N([C@@H](C)CO)C[C@H]2C)cc1,nt,0.2,-2,-2,nt,14,-2
COc1ccccc1/C=C1\SC(=S)N(CCC(=O)Nc2cc(C)on2)C1=O,5,nt,4,3,nt,2,-1
CCc1ccccc1NC(=O)CCNS(=O)(=O)c1ccc2c(c1)CCC(=O)N2,2,0.2,0,-1,0,2,-13
COc1cccc(C(=O)Nc2nnc(-c3ccccc3)s2)c1,-1,0.1,1,0,-2,8,2
COc1ccc(S(=O)(=O)Nc2ccc3c(c2)C(=O)N([C@H](C)CO)C[C@H](C)[C@H](CN(C)C(=O)CCCN(C)C)OCCCC[C@H](C)O3)cc1,28,0.0,-3,3,1,22*,2
Cc1c(C(=O)Nc2ccccc2F)sc2ncn(CC(=O)N3CCOCC3)c(=O)c12,-16,nt,-1,-1,4,52*,1
C[C@@H]1CCCCO[C@@H](CN(C)S(C)(=O)=O)[C@H](C)CN([C@H](C)CO)C(=O)c2cc(NS(=O)(=O)c3cn(C)cn3)ccc2O1,nt,0.2,-3,19,-3,13,-2
CCCOc1ccccc1C1NC(=O)NC(C)=C1C(=O)OCCOC(C)C (centres undefined),10,nt,1,-6,4,-1,4
CNC(=O)C[C@H]1CC[C@@H]2[C@H](COc3ccc(NS(=O)(=O)c4ccccc4C)cc3C(=O)N2C)O1,-6,0.1,0,21,3,6,-4
Cc1cccc(N2CCN(S(=O)(=O)c3c(C)[nH]c(C)c3C(=O)N3CCCC3)CC2C)c1 (centres undefined),21,nt,1,-3,-3,0,-6

# Reprinted from above (9 entries):
SMILES,C2C12 statin,E-selectin induc,SIRT5 block,S100A4 inh HTS,PglD inh,DENV2 CPE rescue,ERp5 inh
COc1ccccc1/C=C1\SC(=S)N(CCC(=O)Nc2cc(C)on2)C1=O,5,nt,4,3,nt,2,-1
CCc1ccccc1NC(=O)CCNS(=O)(=O)c1ccc2c(c1)CCC(=O)N2,2,0.2,0,-1,0,2,-13
COc1cccc(C(=O)Nc2nnc(-c3ccccc3)s2)c1,-1,0.1,1,0,-2,8,2
COc1ccc(S(=O)(=O)Nc2ccc3c(c2)C(=O)N([C@H](C)CO)C[C@H](C)[C@H](CN(C)C(=O)CCCN(C)C)OCCCC[C@H](C)O3)cc1,28,0.0,-3,3,1,22*,2
Cc1c(C(=O)Nc2ccccc2F)sc2ncn(CC(=O)N3CCOCC3)c(=O)c12,-16,nt,-1,-1,4,52*,1
C[C@@H]1CCCCO[C@@H](CN(C)S(C)(=O)=O)[C@H](C)CN([C@H](C)CO)C(=O)c2cc(NS(=O)(=O)c3cn(C)cn3)ccc2O1,nt,0.2,-3,19,-3,13,-2
CCCOc1ccccc1C1NC(=O)NC(C)=C1C(=O)OCCOC(C)C (centres undefined),10,nt,1,-6,4,-1,4
CNC(=O)C[C@H]1CC[C@@H]2[C@H](COc3ccc(NS(=O)(=O)c4ccccc4C)cc3C(=O)N2C)O1,-6,0.1,0,21,3,6,-4
Cc1cccc(N2CCN(S(=O)(=O)c3c(C)[nH]c(C)c3C(=O)N3CCCC3)CC2C)c1 (centres undefined),21,nt,1,-3,-3,0,-6

# Next part:
SMILES,C2C12 statin,E-selectin induc,SIRT5 block,S100A4 inh HTS,PglD inh,DENV2 CPE rescue,ERp5 inh
COc1ccccc1NC(=O)CSc1ccc2nnc(-c3ccccn3)n2n1,0,0.6,-1,2,-2,-7,7
O=C(CCn1c(=O)oc2ccccc21)Nc1cccc(Cl)c1,-3,-0.2,-1,-5,-1,-2,1
COc1ccc2nc(Cl)c(C=O)c(N3CCOCC3)c2c1,-9,0.7,0,-2,-3,-3,-7
O=C(NCC1CCCO1)c1ccccc1NS(=O)(=O)c1ccc(F)cc1 (centres undefined),3,-2.6,-7,9,11,2,2
O=C(COc1ccccc1)NC(=S)Nc1cccc2c(O)cccc12,nt,0.1,0,-1,nt,-9,-3
COc1ccc(NC(=O)N(C)C[C@H]2Oc3ccc(NC(=O)c4ccncc4)cc3CC(=O)N([C@@H](C)CO)C[C@H]2C)cc1,7,17,1,-5,-1,-2,0
C[C@H](CO)N1C[C@H](C)[C@@H](CN(C)C(=O)c2ccncc2)Oc2ncc(/C=C/c3ccccc3)cc2C1=O,nt,0.3,-7,-7,3,-7,-3
CC(C)(C)c1ccc(S(=O)(=O)N2CCN(C(=O)C3=COCCO3)CC2)cc1,1,-0.5,1,3,-2,-2,4
Cc1ccc(S(=O)(=O)N2CCCCC2)cc1C(=O)NCC1CCCO1 (centres undefined),-1,0.0,-2,-4,7,-2,2
COc1ccc(NS(=O)(=O)c2cc(NC(=O)c3sccc3C)ccc2N2CCOCC2)cc1,1,nt,-3,-3,0,-9,7
CC(C)N(CCNC(=O)c1nn(Cc2ccccc2)c(=O)c2ccccc12)C(C)C,-1,1.4,3,0,3,?,-6
C[C@@H]1CN([C@@H](C)CO)C(=O)c2cccc(NS(=O)(=O)c3cccs3)c2O[C@H]1CN(C)C(=O)NC1CCCCC1,8,-3.2,-3,8,-2,1,-4
CC(=O)N(C)C[C@@H]1Oc2ncc(C#Cc3cccc(F)c3)cc2C(=O)N([C@H](C)CO)C[C@@H]1C,7,-0.4,0,10,-2,-7,5
N=c1c(S(=O)(=O)c2ccc(Cl)cc2)cc2c(=O)n3ccccc3nc2n1C1CCCCC1,15,0.6,-1,-1,-4,9,-3
Nc1nc(N)c(N=Nc2ccc(C(=O)O)cc2)c(N)n1,3,0.1,-1,-5,12,3,6
CC(C)(C)NC(=O)NC(=O)CN1CCN(Cc2ccccc2)CC1,nt,2.1,0,-3,nt,2,2
O=S(=O)(c1ccc(F)cc1)N1CCCCN2[C@H](CO)[C@H](c3ccc(C4=CCCCC4)cc3)[C@@H]2C1,17,0.6,1,3,10,-23,3
O=S(=O)(c1cc(Cl)ccc1Cl)N1CCN(Cc2ccco2)CC1,12,0.8,-2,2,1,19,0
CN(C)c1ccc(NC(=S)NC23CC4CC(CC(C4)C2)C3)cc1,7,73*,0,-5,-2,-3,0
O=C(Nn1c(SCc2ccc([N+](=O)[O-])cc2)nc2ccccc2c1=O)c1ccc(F)cc1,-4,-2.7,2,11,1,2,6
COc1ccc(N2CCN(C(=O)c3ccc(CS(=O)Cc4ccc(Cl)cc4)o3)CC2)cc1 (centres undefined),5,nt,-5,-3,5,13,0
CCC1(CC)NC(=O)N(CC(=O)OCC(=O)Nc2cc(OC)ccc2OC)C1=O,8,0.2,-2,-8,-3,-7,1
CC(C)C[C@H]1CN(CCCC[C@@H]2CNC(=O)C(=O)N2Cc2ccccc2)C(=O)C(=O)N1CCC1CCCCC1,nt,nt,1,-7,nt,-10,-4
O=C(/C=C/c1ccccc1)Nc1cccnc1,-8,nt,9,1,1,-6,2
N#Cc1ccccc1Sc1ccccc1C(=O)OCC(=O)NC1CCS(=O)(=O)C1 (centres undefined),nt,-2.8,-2,-7,nt,1,2
COc1ccc(N(CC(=O)NCCc2ccc(C)cc2)S(=O)(=O)c2c(C)noc2C)cc1,5,nt,6,-4,4,-5,3
O=C(NC1CCCc2ccccc21)C1CCC(CNS(=O)(=O)c2cccc3nsnc23)CC1 (centres undefined),4,-0.1,0,2,nt,-6,0
C[C@H]1CN([C@@H](C)CO)C(=O)c2cccc(NS(=O)(=O)c3ccccc3)c2O[C@H]1CN(C)S(=O)(=O)c1cccs1,-20,0.6,8,-10,nt,-5,2
O=C(NCc1cc([N+](=O)[O-])ccc1O)c1cc(-c2ccncc2)nc2ccccc12,-3,1.9,1,2,3,-1,-5
CCN1C(=O)CCN(C2CCCC2)c2nc(Nc3ccc(C(=O)NC4CCN(C)CC4)cc3OC)ncc21,-9,-0.6,nt,0,0,1,9
C=C(C)CN(CC)c1ccc(N2C(=O)CCCC2=O)cc1[N+](=O)[O-],-15,0.2,0,-10,5,20,3
Cc1cccc(C2NC(c3cccc(C)c3)C(C)C(=O)C2C)c1 (centres undefined),-1,nt,-2,-5,-5,-1,2
C[C@H]1CN([C@@H](C)CO)S(=O)(=O)c2ccc(Br)cc2O[C@@H]1CN(C)S(=O)(=O)c1ccc(F)cc1,88*,0.5,0,3,1,8,-1
Cc1cc(C(=O)N2CCN(c3ncccn3)CC2)c2cc(F)ccc2n1,2,nt,1,-8,-3,-5,1
Cc1noc(C)c1COc1ccc(C(=O)NCCc2ccc(S(N)(=O)=O)cc2)cc1,-1,nt,-4,0,1,1,9
CCOc1ccccc1N1CCN(CC(=O)NC(=O)NCc2ccco2)CC1,-2,-1.3,nt,22,-8,1,0
CC1CCCCN1CCCNC(=O)c1ccc(N2CCCC2=O)cc1 (centres undefined),-4,-0.2,3,-1,0,1,-4
CCOC(=O)C1CCCN(CCC(=O)Nc2cc(C)cc(C)c2)C1 (centres undefined),nt,6.8,-5,-3,nt,1,-4
COc1ccc(C(=O)Nc2nnc(SCC(=O)NCc3ccco3)s2)cc1OC,2,0.5,0,0,3,-8,-1
O=C(NCc1cccc(F)c1)c1cccc2c1C(=O)c1ccc(N3CCOCC3)cc1S2(=O)=O,9,-0.1,-3,1,4,12,-5
COC(=O)/C=C/c1ccc2c(c1)OCO2,-5,nt,-4,-6,-3,13,-3
N#Cc1c(N2C(=O)Nc3ccccc3N2O)sc2c1CCCC2,nt,nt,1,-2,nt,-1,0
Nc1nc(Nc2ccccc2)nc(C(F)(F)F)n1,-3,2.5,-2,-2,4,7,0
O=C1c2ccc(-c3ccc4c(c3)C(=O)N(CCO)C4=O)cc2C(=O)N1CCO,nt,0.2,0,-2,nt,-2,1
CCS(=O)(=O)N1CCC(C(=O)Oc2ccccc2)CC1,-5,nt,-1,-5,2,0,4
C[C@H](CO)N1C[C@H](C)[C@@H](CN(C)Cc2ccncc2)Oc2cc(C#C[C@@H](C)O)ccc2S1(=O)=O,-8,0.0,0,-12,-2,5,0
CCNC(=O)[C@@H]1N[C@@H]2c3ccc(-c4cccc(C(=O)N(C)C)c4)c(=O)n3C[C@@H]2[C@H]1CO,-3,0.5,-18,45,7,0,3
CCOC(=O)[C@@H]1[C@H]2COc3ccccc3[C@H]2N2C(=O)N(c3ccc(Br)cc3)C(=O)[C@]12C,-16,0.0,nt,17,-1,?,-3
Cc1ccccc1NC(=S)NC(C)C(c1ccccc1)N1CCN(C)CC1 (centres undefined),nt,2.9,-9,-6,nt,1,-2
Cc1nc(Nc2ccccc2F)c2oc3ccccc3c2n1,-1,-0.1,-2,0,-3,-6,6
CC(c1nc2ccccc2c(=O)[nH]1)N1CCCN(S(=O)(=O)c2ccc(F)cc2)CC1 (centres undefined),8,-0.4,3,-6,3,-5,-6
O=C(O)Cc1ccc(-c2ccccc2)cc1,1,0.0,-1,-1,-3,0,-2
COc1ccc(S(=O)(=O)N2CCN=C2SCc2cccc(C)c2)cc1,nt,1.3,-1,3,-4,18,5
